Bioassay records as filed in PubChem.
LEDGF integ inh: blocks HIV-1 LEDGF/p75-dependent DNA integration; TR-FRET IN-LEDGF/p75 DNA integration, Eu/Cy5; inhibition, % at 3.7 µM; 0.64% of 370,000 active; AID 743269;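 active = inhibition above the screen-wide mean plus 3 SD, cut at about 13% in these data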;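 note: signal is the Cy5 over europium emission ratio at 671 and 618 nm; 0% = plate median of compound wells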
TDP2 inh: TDP2 (human) inhibition, absorbance primary screen; O95551; recombinant TDP2, T5PNP hydrolysis, p-nitrophenol absorbance 415 nm; inhibition, % at 12.8 µM; 0.34% of 370,000 active; AID 720702;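 active = inhibition above the mean of all tested compounds plus 3 SD, set per campaign, cut at about 25% in these data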;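 note: 0% = DMSO with enzyme and 100% = buffer with substrate but no TDP2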
Target sequence (O95551 whole entry, looked up): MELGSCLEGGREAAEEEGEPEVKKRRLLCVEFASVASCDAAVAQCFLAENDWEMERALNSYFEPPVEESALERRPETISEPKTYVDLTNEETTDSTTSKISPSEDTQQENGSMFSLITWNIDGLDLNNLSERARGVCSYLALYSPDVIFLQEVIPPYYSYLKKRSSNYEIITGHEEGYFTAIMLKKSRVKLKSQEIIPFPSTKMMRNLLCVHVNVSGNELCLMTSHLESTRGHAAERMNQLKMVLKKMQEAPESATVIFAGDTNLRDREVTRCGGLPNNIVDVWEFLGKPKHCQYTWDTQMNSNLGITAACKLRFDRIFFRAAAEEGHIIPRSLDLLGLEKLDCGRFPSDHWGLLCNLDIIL
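System: recombinant human TDP2 / Amount: 120 nM TDP2 per well / Also added: 5 mM T5PNP chromogenic substrate / Doses: 12.8 µM single point, 1% DMSO / Incubation: 2 h at 37 °C / Detection: p-Nitrophenol epi absorbance / Evaluation: % inhibition relative to enzyme-containing and enzyme-free wells / Repeats: singlicate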
TCR-CD3 inh: inhibitors of human TCR-CD3 interaction; inhibition, % at 9.4 µM; 0.37% of 360,000 active; TAMRA-labeled TCR probe fluorescence, biochemical; in the data active = inhibition above about 19%;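 note: recombinant mutant TCR 2C K166C tagged with TAMRA read by polarization; 0% = receptor in buffer alone and 100% = receptor with positive control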
SIAE inh: blocks human sialic acid acetylesterase | 0.69% of 370,000 active | AID 1053197 | inhibition, % at 9.66 µM | Q9HAT2 | SIAE FP-Rh probe binding, fluorescence polarization;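 active = inhibition above a cutoff: mean of compounds within the control limits plus 3 SD of those, cut at about 17% in these data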;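 note: 0% = plate median of compound wells and 100% = probe without SIAE protein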
Target sequence (Q9HAT2 whole entry, looked up): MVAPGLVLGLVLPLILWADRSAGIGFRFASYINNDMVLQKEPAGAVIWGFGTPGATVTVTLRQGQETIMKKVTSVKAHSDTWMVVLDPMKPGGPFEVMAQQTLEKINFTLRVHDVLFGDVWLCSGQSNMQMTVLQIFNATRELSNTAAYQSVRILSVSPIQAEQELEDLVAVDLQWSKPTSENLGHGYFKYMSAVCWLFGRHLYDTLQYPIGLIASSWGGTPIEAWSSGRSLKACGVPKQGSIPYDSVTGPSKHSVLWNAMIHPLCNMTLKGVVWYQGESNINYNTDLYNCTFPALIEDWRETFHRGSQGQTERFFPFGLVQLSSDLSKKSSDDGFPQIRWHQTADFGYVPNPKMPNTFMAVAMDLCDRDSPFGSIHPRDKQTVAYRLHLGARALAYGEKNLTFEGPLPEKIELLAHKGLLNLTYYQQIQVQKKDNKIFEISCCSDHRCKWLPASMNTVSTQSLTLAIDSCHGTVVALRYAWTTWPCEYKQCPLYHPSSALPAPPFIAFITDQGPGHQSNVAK
PRMT1 inh: inhibitors of human PRMT1; Q99873; recombinant PRMT1, activity-based probe fluorescence polarization; inhibition, % at 2.79 µM; 1.3% of 370,000 active;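 active = inhibition above about 21% made by adding two undisclosed values, limit read from the data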
rCAG RNA binder: binds r(CAG) RNA repeats; r(CAG) RNA repeat, TO-PRO-1 dye displacement fluorescence; inhibition, % at 3 µM; 1.3% of 370,000 active;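 active = inhibition above the plate cutoff, the mean of all test compounds on that plate plus 3 SD, cut at about 35% in these data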;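 note: 0% = DMSO alone and 100% = 100 µM mitoxantrone as full dye displacement; higher means more dye released from RNA so lower well fluorescence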
mABHD4 FP: inhibits mouse alpha/beta hydrolase domain 4. purified mABHD4, FP-Rh probe fluorescence polarization. 0.54% of 370,000 active. inhibition, % at 8.92 µM. AID 720543. Q8VD66;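 active = inhibition exceeding the mean over every tested compound plus 3 SD, cut at about 30% in these data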;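 note: 0% = plate median of compound wells and 100% = S159A mutant with DMSO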
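Doses – 8.92 µM, single dose · Material – wild-type mouse ABHD4 protein · Replication – single well per compound (singlicate) · Measure – percent inhibition of probe binding, normalized to plate controls · Schedule – 45 min compound pre-incubation plus 60 min probe step, 25 °C · Detection – fluorescence polarization with parallel and perpendicular emission, 525/598 nm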
PG9 Ab binder: small molecules binding HIV-1 gp120 antibody PG9; TR-FRET gp120-PG9 antibody binding; inhibition, % at 6.7 µM; 0.43% of 360,000 active; AID 624416; in the data active = inhibition above about 8.5%
HTRA1 inhibitor: inhibitors of human serine peptidase HTRA1; Q92743; recombinant HTRA1, FP-rhodamine activity-based probe, fluorescence polarization; 0.5% of 340,000 active; inhibition, % at 5.96 µM; in the data active = inhibition above about 36%;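 note: 0% = enzyme with DMSO and 100% = wells lacking enzyme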
NR1D1 modulator: modulators of human Rev-erb alpha DNA binding; activity, % at 10 µM; Rev-erbα–FITC-DNA binding, fluorescence polarization, 90 min; P20393; AID 1259318; 0.79% of 370,000 active;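 active = activity above about 14%, limit read from the data; passing the limit was not always enough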;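 note: 0% = DMSO wells with 35 nM protein and 100% = DMSO wells with 750 nM protein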
* hit, by the source's call; / = not tested or not shown. This is a subset. The share of hits here may be higher or lower than overall.

Molecule,LEDGF integ inh,TDP2 inh,TCR-CD3 inh,SIAE inh,PRMT1 inh,rCAG RNA binder,mABHD4 FP,PG9 Ab binder,HTRA1 inhibitor,NR1D1 modulator
Cc1cccc(CN2CCN(CC(=O)NCCCN3CCN(c4ccc(F)cc4)CC3)C2=O)c1,-0.4,3.1,-3.3,-1.4,-3.1,-5.5,0.9,-4.5,3.2,-4.7
O=C(Nc1ccccc1)C1=C[C@@H](c2ccc(C(F)(F)F)cc2)C[C@@H](OCCCCO)O1,3.9,1.4,0.9,-3.6,1.4,11.6,-5.9,0.2,-46.5,-1.3
COC(=O)c1ccc(NC(=O)c2cn(-c3ccccc3)nc2-c2ccncc2)cc1,-2.3,-3.4,-5.1,-6.6,1.0,10.3,-12.1,8.4,-7.0,289.1*
CN(C)c1ccc(C(=O)OCC(=O)N2CCCC2)cc1,-2.6,-6.6,-4.9,0.0,4.5,-4.3,-3.1,-2.5,9.0,6.5
CC(C(=O)NN=C(c1ccccc1)c1ccccc1)N1CCCC1 (stereo unspecified),5.4,13.9,2.9,4.0,-3.6,-9.2,-2.6,2.6,-3.9,3.3
C=C(C)COc1ccc(-c2[nH]ncc2Oc2cccc(OC)c2)c(O)c1,-4.5,-6.3,-5.9,-16.7,-1.9,13.5,-23.2,0.4,2.8,2.4
C#CCN(C[C@@H]1[C@@H](OC(=O)NCCCCCC)[C@@H](OC(=O)NCCCCCC)Cn2c(=O)n(CCCCCC)c(=O)n21)S(=O)(=O)c1ccc(C)cc1,-2.2,6.0,1.1,9.1,-1.7,0.6,2.9,0.2,-0.3,-0.1
Cc1cc(Br)ccc1OCC(=O)NNC(=O)c1cnccn1,-2.7,-9.2,3.8,-3.0,0.1,-0.5,3.2,0.0,-4.4,-0.5
O=c1[nH]c(NCc2ccccc2)nc2c1CCC2,0.1,8.5,1.8,-1.3,-1.0,1.4,1.8,-0.8,2.9,/
O=C(c1ccncc1)N1CCN(S(=O)(=O)c2ccccc2Br)CC1,0.3,1.2,0.0,17.6*,2.9,4.0,1.6,1.9,3.8,-4.2
CCOC(=O)C1CCCCN1C(=O)CCc1c(C)nc2ncnn2c1C (stereo unspecified),2.0,18.0,-8.1,-4.3,-0.6,3.3,1.1,1.4,0.1,-0.7
O=C(/C=C/c1ccccc1)NC(=S)Nc1ccc(N2CCOCC2)cc1,0.7,2.0,5.5,0.4,-3.1,1.9,9.2,1.0,0.6,-2.6
COC(=O)[C@]12CCCCC=C1N(Cc1ccc3c(c1)OCO3)C(=O)[C@H](CC(=O)N1CCSCC1)C2,-2.6,0.1,-5.5,-0.8,8.7,0.9,3.8,1.4,/,2.8
CCCCN(C)C(=O)Cn1c(=O)oc2cc(S(=O)(=O)N3CC(C)CC(C)C3)ccc21 (stereo unspecified),-1.2,-7.8,-3.2,-0.8,2.6,-4.4,3.8,-0.4,1.9,4.6
COc1cccc(C2=NC(C)(C)NC(c3ccccc3O)C2)c1 (stereo unspecified),-5.2,5.8,4.9,-6.2,-0.5,6.2,-23.8,-1.3,-48.2,2.9
COCCSc1nnc(NC(=O)CSc2ccccc2)s1,1.3,-23.2,-9.0,-0.8,-1.7,4.1,-7.2,-2.1,1.1,-0.8
CC(C)c1cn(C2OC(COC(=O)c3ccccc3)C(OC(=O)c3ccccc3)C2OC(=O)c2ccccc2)c(=O)[nH]c1=O (stereo unspecified),-0.5,11.7,4.5,-18.4,-2.7,4.0,-2.6,0.0,-5.9,3.1
N/C(Cc1ccc([N+](=O)[O-])cc1)=N\OC(=O)c1ccc(Br)cc1,-1.3,-0.2,6.0,-3.6,0.8,-2.0,5.1,-0.9,-6.2,4.8
C/C(=N\NC(=S)NCc1ccccc1)c1ccc2c(c1)OCCO2,-0.2,3.7,-4.8,8.9,2.4,1.6,-10.4,0.1,-30.8,-5.4
Cc1ccc(C(=O)N/N=C\c2cc3c(cc2Br)OCO3)cn1,0.7,14.9,6.2,6.8,0.9,2.5,1.0,-2.0,8.3,6.0
CCC(=O)NC(/C=C/c1ccccc1)c1cc([N+](=O)[O-])c2cccnc2c1O (stereo unspecified),-1.5,-9.3,3.3,5.2,2.8,9.9,4.7,-0.8,/,3.2
CCN(C(=O)CCS(=O)(=O)c1cccc2nonc12)c1ccc(F)cc1,2.0,-8.9,3.6,7.2,-4.4,-1.6,3.1,0.1,0.4,-0.7
O=C(NC(=O)c1ccccc1)Nc1ccc(-c2cnco2)cc1,-0.7,-3.4,1.4,-2.9,-1.0,-4.9,1.0,-1.7,/,-22.1
COc1ccc(Cl)cc1NC(=O)C1CC(c2c(F)cccc2Cl)=NO1 (stereo unspecified),-0.9,-0.1,8.1,-6.9,0.6,12.8,-4.5,1.0,-25.4,-1.1
COc1ccccc1OCCNC(=O)c1cc(C2CC2)nc2c1cnn2C(C)C,2.1,2.2,7.0,2.3,-1.9,0.8,-5.7,1.3,-6.3,-4.2

Taken from above:
N/C(Cc1ccc([N+](=O)[O-])cc1)=N\OC(=O)c1ccc(Br)cc1 – rCAG RNA binder = -2.0
CCC(=O)NC(/C=C/c1ccccc1)c1cc([N+](=O)[O-])c2cccnc2c1O (stereo unspecified) – NR1D1 modulator = 3.2

More records follow.
Molecule,LEDGF integ inh,TDP2 inh,TCR-CD3 inh,SIAE inh,PRMT1 inh,rCAG RNA binder,mABHD4 FP,PG9 Ab binder,HTRA1 inhibitor,NR1D1 modulator
CCOC(=O)/C=C/C(=O)Nc1ccc(S(=O)(=O)Nc2nccs2)cc1,-1.3,22.8,7.6,10.2,-2.4,21.9,1.0,-1.2,0.1,-2.1
COc1cccc(C(=O)OCC(=O)NCc2ccc3c(c2)OCO3)c1OC,-0.9,-7.2,4.2,1.3,-1.4,5.7,1.7,-1.6,1.5,7.1
CS(=O)(=O)N1N=C(c2ccco2)CC1c1ccc(Cl)cc1 (stereo unspecified),1.5,10.1,2.8,5.8,4.0,5.1,2.2,-0.5,1.4,-2.1
COc1cc(C(=O)NCC(c2ccco2)N2CCc3ccccc3C2)cc(OC)c1OC (stereo unspecified),-2.3,10.9,3.7,8.4,1.1,-2.9,-1.3,-0.3,0.8,-6.4
CSc1ccc(C(=O)NCC(c2ccco2)N(C)C)cc1[N+](=O)[O-] (stereo unspecified),-0.6,-6.2,-2.3,-3.8,1.2,-0.3,2.1,0.3,-8.1,2.6
OCCC1CN(Cc2cnc(-c3ccc(Cl)cc3)nc2)CCN1C1CCCC1 (stereo unspecified),-2.5,4.3,5.0,4.4,-0.9,-8.5,-0.3,0.5,2.5,-3.1
CC(=O)c1cccc(NC(=O)c2ccc3c(c2)OCO3)c1,2.4,-19.1,-7.2,-7.9,3.6,-2.5,-6.7,1.2,-0.3,-3.9
O=C(COc1ccc(Cl)cc1Cl)Nc1ccccc1F,-1.6,-10.7,6.6,-6.3,3.1,-0.1,-7.2,0.7,-9.5,12.8
CN(C(=O)Cn1nnc(-c2ccc(F)cc2)n1)C1CCS(=O)(=O)C1 (stereo unspecified),4.8,-4.1,-5.9,-4.5,-3.1,1.8,-4.8,-1.0,0.3,-5.7
O=[N+]([O-])c1nn(-c2ccc3c(c2)OCCO3)n(O)c1=NC1CCCCC1,2.7,12.1,-5.0,6.6,-0.9,1.1,10.3,1.6,-3.2,-0.1
CC(C)(C)NC(=O)CSc1nnc(Cc2ccccc2)n1CC1CCCO1 (stereo unspecified),3.5,7.2,8.9,0.7,0.8,-6.3,-1.7,-0.9,2.8,-2.6
COc1ccc(C(=O)NCCc2cccc(Cl)c2)cc1OC1CCN(C(C)=O)CC1,3.3,8.2,4.4,5.3,1.2,-6.9,7.7,-1.5,-7.3,-3.2
CC1CCCN(CC(=O)NC(=O)NC2CCCCC2)C1 (stereo unspecified),2.1,-8.4,6.7,-1.1,-4.0,-3.4,1.2,-2.1,0.5,-4.3
COc1ccc(N2CCN(C(=O)COC(=O)c3oc4ccc(OC)cc4c3C)CC2)cc1,5.2,-1.5,0.8,-4.4,1.0,-1.0,12.3,-1.7,-8.0,0.5
Cc1cc(-c2n[nH]c(=S)n2N=Cc2c3ccccc3cc3ccccc23)n[nH]1,-4.3,-0.4,/,0.4,42.3*,11.0,7.8,/,/,4.8
CCc1ccc(NC(=O)Cn2cccc2)cc1,1.2,11.0,9.1,11.2,-3.8,-3.7,0.3,0.4,-1.0,-2.6
COc1cc(CNc2ncnc3c2ncn3[C@H]2CN(CCc3ccccc3)C[C@@H](CO)O2)cc(OC)c1OC,0.7,-2.3,-4.1,3.3,-0.9,0.1,1.5,1.1,/,4.6
Nc1c(N2CCN(c3ccccc3)CC2)c2ccccc2oc1=O,2.5,-15.1,0.6,4.3,0.4,0.6,7.0,-0.1,-1.1,-1.5
CSc1nc(-c2ccccc2)nc(N2CCOCC2)c1C(C)=O,0.5,2.8,-0.2,12.0,-2.0,-3.9,-8.3,-2.3,-5.8,-2.4
COC(=O)c1cn(C(=O)c2cccs2)c2ccccc12,-0.2,-2.1,-6.2,-3.8,4.9,0.5,-8.8,1.5,5.6,1.4
CCn1ncc(NC(=S)NCCc2ccc(OC)c(OC)c2)c1C(N)=O,-4.4,4.4,5.5,3.1,-1.9,-4.0,1.3,-0.3,-15.7,-3.1
CCCNC(=O)C1(C)CCCN(C(=O)c2ccccc2F)C1 (stereo unspecified),-1.4,6.1,1.4,6.4,0.7,0.8,10.8,-0.2,/,-8.6
COc1ccc(C(=O)n2nc(-c3ccc(C)cc3)nc2N)cc1OC,0.0,-0.7,0.1,-0.5,1.1,-2.4,-1.0,0.3,1.7,-1.9
